LYPLA1 counter: LYPLA1 (human) inhibition in PME1 counter-screen; recombinant LYPLA1, FP-Rh probe fluorescence polarization; inhibition, % at 5.9 µM; hit rate 0.16% among 320,000; AID 2174;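 active means inhibition above the mean of all tested compounds plus 3 SD, set per campaign, cut at about 14% in these data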;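 further: inhibitors block serine hydrolase probe labeling of LYPLA1 so polarization falls; 0% = enzyme with DMSO and 100% = wells lacking LYPLA1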
Target sequence (O75608 whole entry, looked up): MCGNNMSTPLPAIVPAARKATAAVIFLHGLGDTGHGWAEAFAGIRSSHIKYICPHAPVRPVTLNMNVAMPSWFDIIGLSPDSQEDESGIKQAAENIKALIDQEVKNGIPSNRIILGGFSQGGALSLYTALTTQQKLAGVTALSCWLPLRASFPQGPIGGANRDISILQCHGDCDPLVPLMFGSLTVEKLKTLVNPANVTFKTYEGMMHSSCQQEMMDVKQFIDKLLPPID
EBNA-1 inhibitor: blocks EBNA-1 binding to DNA. EBNA-1 DNA binding, fluorescence polarization. inhibition, % at 14.8 µM. hit rate 0.34% among 300,000. AID 1950; in the data active means inhibition above about 28%
PAFAH1B3 FP inh: inhibitors of human PAFAH1B3 | Q15102 | hit rate 0.28% among 340,000 | AID 492972 | recombinant PAFAH1B3, FP-rhodamine probe, fluorescence polarization | inhibition, % at 3.39 µM;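 active means inhibition above the screen-wide average of all tested compounds plus 3 SD, cut at about 25% in these data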;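 further: 0% = enzyme with DMSO only and 100% = wells lacking PAFAH1B3 protein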
Target sequence (Q15102 whole entry, looked up): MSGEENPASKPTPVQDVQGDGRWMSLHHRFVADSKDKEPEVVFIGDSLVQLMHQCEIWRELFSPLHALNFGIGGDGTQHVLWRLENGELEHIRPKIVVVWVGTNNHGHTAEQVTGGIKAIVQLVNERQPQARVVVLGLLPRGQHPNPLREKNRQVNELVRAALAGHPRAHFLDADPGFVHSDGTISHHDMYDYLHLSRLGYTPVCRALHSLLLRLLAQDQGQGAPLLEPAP
PAFAH1B2 FP inh: PAFAH1B2 (human) inhibition; recombinant PAFAH1B2, FP-rhodamine activity probe, fluorescence polarization; inhibition, % at 3.39 µM; AID 492953; P68402; hit rate 1.2% among 340,000;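 active means inhibition above the mean of all tested compounds plus 3 SD, cut at about 24% in these data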;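 further: 0% = enzyme with DMSO and 100% = wells lacking PAFAH1B2; many of its hits are not listed in these tables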
Target sequence (P68402 whole entry, looked up): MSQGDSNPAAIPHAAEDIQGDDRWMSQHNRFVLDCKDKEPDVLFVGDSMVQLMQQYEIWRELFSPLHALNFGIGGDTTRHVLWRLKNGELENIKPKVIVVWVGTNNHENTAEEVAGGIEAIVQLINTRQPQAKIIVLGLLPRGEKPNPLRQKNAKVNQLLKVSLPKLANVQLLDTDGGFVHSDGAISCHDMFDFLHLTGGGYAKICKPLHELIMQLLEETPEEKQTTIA
PAFAH2 inh: PAFAH2 (human) inhibition | inhibition, % at 3.39 µM | AID 492956 | hit rate 0.99% among 340,000 | recombinant PAFAH2, FP-rhodamine activity probe, fluorescence polarization | Q99487;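 active means inhibition above the mean over all tested compounds plus 3 SD, cut at about 30% in these data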;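 further: inhibitors block probe labeling of enzyme so polarization drops; 0% = enzyme with DMSO and 100% = wells lacking PAFAH2 protein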
LYPLA2 inh: blocks human lysophospholipase 2, a PME1 counter-screen | hit rate 0.38% among 320,000 | recombinant LYPLA2, FP-Rh probe fluorescence polarization | inhibition, % at 5.9 µM;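 active means inhibition above the screen-wide mean plus 3 SD, limit set per campaign, cut at about 26% in these data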;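 further: 0% = LYPLA2 with DMSO and 100% = wells lacking LYPLA2 enzyme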
Target sequence (O95372 whole entry, looked up): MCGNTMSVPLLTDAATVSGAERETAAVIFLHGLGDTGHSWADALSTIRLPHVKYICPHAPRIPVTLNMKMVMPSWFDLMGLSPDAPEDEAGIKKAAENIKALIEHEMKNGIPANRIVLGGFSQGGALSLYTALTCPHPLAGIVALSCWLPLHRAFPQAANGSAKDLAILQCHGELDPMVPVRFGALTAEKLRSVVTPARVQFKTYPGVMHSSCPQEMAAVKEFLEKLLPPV
PREPL inhibitor: inhibits the human prolyl oligopeptidase-like enzyme | Q4J6C6 | recombinant PREPL, fluorescence polarization activity-based probe | inhibition, % at 5.96 µM | hit rate 0.68% among 320,000; in the data active means inhibition above about 43%;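 further: 0% = enzyme with DMSO and 100% = wells lacking enzyme; many of its hits are not listed in these tables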
pPAFAH FP inh: inhibitors of human plasma PAF acetylhydrolase (pPAFAH) | hit rate 1.5% among 330,000 | Q13093 | AID 463082 | inhibition, % at 3.39 µM | recombinant pPAFAH, FP-rhodamine probe fluorescence polarization;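 active means inhibition above the mean inhibition across the screen plus 3 SD, cut at about 25% in these data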;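 further: inhibitors block binding of the rhodamine activity-based probe so polarization drops; 0% = enzyme with DMSO and 100% = wells lacking pPAFAH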
ZTA counter: counter-screen for EBNA-1 inhibitors: inhibitors of Epstein-Barr virus ZTA; P03206; ZTA-DNA binding, fluorescence polarization; inhibition, % at 11 µM; hit rate 0.15% among 320,000; in the data active means inhibition above about 33%
Numbers without * were called inactive; . = no result given.

SMILES	LYPLA1 counter	EBNA-1 inhibitor	PAFAH1B3 FP inh	PAFAH1B2 FP inh	PAFAH2 inh	LYPLA2 inh	PREPL inhibitor	pPAFAH FP inh	ZTA counter
COc1ccccc1OCC(=O)NNC(=O)Nc1ccc(Cl)cc1	0	-9	2	-2	1	-2	19	-2	-1
O=C(NNc1c(Cl)cccc1Cl)c1cccs1	-3	3	9	4	-9	-3	-3	-1	12
O=C(CN1CCN(c2ccccc2O)CC1)NNC(=O)c1ccc(Cl)cc1	-1	7	2	1	5	8	13	9	1
O=C(Nc1cccc(F)c1)Nc1ccc(Cl)cn1	-4	7	7	-1	-12	1	-2	3	-3
COc1ccc(C(=O)C2CCCN(Cc3ccc4c(c3)OCCO4)C2)cc1F (stereo not given)	1	3	6	4	-2	3	-16	3	-9
COc1ccc(C(O)(C(C)C)C(CN2CCOCC2)c2ccc(Cl)cc2)cc1 (stereo not given)	2	-9	0	1	3	-1	-17	-5	-4
Cc1ccc(C(=O)N(C)Cc2nc3ccccc3c(=O)[nH]2)cc1NC(=O)c1ccco1	.	.	-1	-1	0	.	3	4	.
C=CCn1c(=O)c2ccccc2n2c(SCC(=O)O)nnc12	2	4	5	1	3	12	6	1	-14
O=C(NCc1c(F)cccc1F)c1cc(COc2c(F)cccc2F)on1	-1	4	-2	-5	-1	-4	-6	3	-27
COc1ccc(-c2noc(CSc3nnc(CCc4ccccc4)n3-c3ccccc3)n2)cc1OC	2	-8	-2	-5	-2	4	-28	6	7
CC(C)Cn1cnc2c1c(=O)n(CC(=O)N(C)C)c(=O)n2Cc1ccccc1	-5	1	7	2	1	1	6	2	6
CN(C)c1nc(N(C)C)nc(N2CC(CCl)OC2=N)n1 (stereo not given)	0	-10	5	1	4	-4	11	-3	-5
O=C1NC[C@@H](Cc2ccc(O)cc2)N(CCc2cccc3ccccc23)C1=O	-1	5	11	7	0	-4	-1	-4	13
Cc1cccc(-n2ncc3c(=O)[nH]c(SCC(=O)NCCC4=CCCCC4)nc32)c1	0	.	14	3	0	3	4	0	-1
CCCC(=O)N(CCN1CCOCC1)c1nc2c(OC)ccc(C)c2s1	-5	-6	5	2	9	6	9	5	21
CCn1c(N2CCN(S(=O)(=O)c3ccccc3)CC2)nc2ccccc21	5	-2	9	4	-5	2	1	3	-34
Cn1c(SCC(=O)Nc2cccc(F)c2)nc2c(c1=O)SCC2	0	-14	11	7	8	10	-2	4	-3
COCCSc1ccccc1C(=O)Nc1ccccc1C#N	4	8	3	4	3	12	6	1	-11
CCN(CC)C(=O)C(=O)c1cn(CC(=O)N2CCc3ccccc3C2)c2ccccc12	2	-3	3	1	-3	10	19	1	-17
COc1cc2[nH]c(=O)n(CCCCCC(=O)NC3CCCC3)c(=O)c2cc1OC	-1	12	6	6	-4	-2	5	4	7

Only PREPL inhibitor and PAFAH1B2 FP inh (2 entries from above):
molecule | PREPL inhibitor | PAFAH1B2 FP inh
CCN(CC)C(=O)C(=O)c1cn(CC(=O)N2CCc3ccccc3C2)c2ccccc12 | 19 | 1
COc1cc2[nH]c(=O)n(CCCCCC(=O)NC3CCCC3)c(=O)c2cc1OC | 5 | 6

Next part:
SMILES	LYPLA1 counter	EBNA-1 inhibitor	PAFAH1B3 FP inh	PAFAH1B2 FP inh	PAFAH2 inh	LYPLA2 inh	PREPL inhibitor	pPAFAH FP inh	ZTA counter
O=C(/C=C/NCc1cccnc1)c1ccc(-c2ccccc2)cc1	-6	-9	4	2	-5	-8	6	-6	2
O=C(Nc1cc(S(=O)(=O)N2CCOCC2)ccc1Cl)C(=O)c1c(-c2ccccc2)cc2ccccn12	-4	13	0	5	1	0	1	-1	-7
C=CCSc1nc(N2CCOCC2)c2c(c1C#N)CC(C)(C)N(C)C2	1	2	2	1	6	-3	-7	3	-4
COc1ccc(N2CCC(CNC(=S)Nc3cc(C)cc(C)c3)C2)cc1 (stereo not given)	-2	-1	4	3	-1	6	23	1	-31
Cc1c(NC(=O)c2cc(C3CC3)on2)c(=O)n(-c2ccccc2)n1C	3	-1	4	3	-2	10	16	-4	1
O=C(O)c1nnn(-c2ccc(F)cc2F)c1-c1ccccc1	1	-10	2	9	8	-3	-5	6	3
Cc1c(Br)c([N+](=O)[O-])nn1CCCC(=O)Nc1sc2c(c1C(N)=O)CCC(C)C2 (stereo not given)	1	2	5	-1	0	-2	3	8	7
CCOC(=O)c1ccc(N2CSC3=C(C#N)C(c4ccc(OC)cc4OC)CC(=O)N3C2)cc1 (stereo not given)	-4	6	0	5	-1	-4	1	-6	13
Cn1nc(C(F)(F)F)c(-c2ccc(F)cc2)c1NC(=O)c1ccco1	0	-4	-1	7	3	0	-2	7	7
COc1ccccc1NS(=O)(=O)c1cccc(NC(=O)C2CC(=O)N(Cc3ccccc3)C2)c1 (stereo not given)	-1	0	6	-2	-6	0	-2	3	-14
O=C(CSCc1ccccc1)NCCCN1CCOCC1	-1	12	2	0	4	-2	4	-3	4
COc1ccc(/C=N/n2c(N)nc(-c3ccccc3)c2-c2ccccc2)cc1	0	-5	8	-7	-2	0	-7	5	7
CC1CCN(CC(=O)Nc2ccccc2C(=O)NC2CC2)CC1	3	.	7	1	0	3	9	4	-13
COc1ccccc1C(=O)Oc1cc(N)n(S(=O)(=O)c2ccc(C)cc2)n1	-2	-1	7	16	13	2	-7	12	-6
O=C(NC(=S)N1CCN(c2c(Cl)cccc2[N+](=O)[O-])CC1)c1cccs1	0	-12	6	9	12	-4	5	3	-15
O=C(O)c1cc(Nc2nc(N3CCOCC3)nc(N3CCOCC3)n2)ccc1Cl	-3	-7	8	2	3	0	2	0	5
Cc1ccc(-n2nnnc2-c2cnc(-c3cccnc3)nc2C(F)(F)F)cc1	-3	-1	0	7	-12	-2	-44	-5	2
COc1ccc(CCNC(=O)CN2C(=O)CSc3ccc(S(=O)(=O)N4CCOCC4)cc32)cc1OC	1	-20	5	1	-5	-1	16	1	1
Cc1ccccc1CNC(=O)CCCn1ncn2c(cc3occc32)c1=O	3	-6	7	0	2	4	6	2	-12
O=C(c1ccc2c3c(cccc13)CC2)N1CCN(c2ncccn2)CC1	-3	4	1	2	-9	6	9	3	7
COCCNc1nc(N)c([N+](=O)[O-])c(NC2CCCCC2)n1	0	4	14	0	-3	2	3	7	5
O=C(CS(=O)(=O)Cc1ccccc1)N1CCN(c2cccc(C(F)(F)F)c2)CC1	2	7	1	8	10	8	-17	16	7
CC(=O)N1CCN(C(=O)CCC(=O)O)CC1	-1	7	3	-2	-5	-2	-3	8	12
C=CCn1c(SCC(=O)Nc2cccc(OC)c2)nnc1-c1cccnc1	2	1	10	5	7	-4	3	0	-3
CSc1ccc(CCNS(=O)(=O)c2c(C)[nH]c(C)c2C(=O)N2CCCCC2)cc1	-4	-10	4	-3	5	-4	0	10	-1
Cc1cc(C(=O)N2CCCC(Nc3ccc(F)cc3)C2)c(C)o1 (stereo not given)	0	-3	1	1	-3	4	12	2	10
Cc1ccc(F)cc1CNC(=O)C1CCC(=O)N(CCCN2CCCC2=O)C1 (stereo not given)	1	3	5	0	-5	10	-1	1	9
CCCCCN(C(=O)NC(=O)Nc1ccccc1C)S(C)(=O)=O	-4	9	4	-1	-3	-1	7	2	6
CCC(=O)N1CCc2cc(S(=O)(=O)CCC(=O)N3CCc4ccccc4C3)ccc21	-1	-1	10	3	3	-1	3	0	8
Cc1nc2cc(-c3cccs3)[nH]n2c(=O)c1C	3	-1	0	4	3	5	12	-4	1
COc1ccccc1C(C)NCC(=O)NCC(=O)Nc1ccc(F)c(F)c1F (stereo not given)	0	3	-2	0	4	1	-12	3	5
CCOc1ccc(/C=C/c2[nH]c(=O)[nH]c(=O)c2[N+](=O)[O-])cc1	-2	13	4	3	3	2	5	4	-1
CCCC(C)NC(=O)CN1C(=O)NC2(CCc3ccccc32)C1=O (stereo not given)	-1	0	6	1	0	-6	-3	7	6
COC(=O)[C@@H](Cc1ccccc1)NC(=O)Cn1cnc2c(SC)nc(N)nc21	.	.	6	7	-5	.	-8	9	.
CCC1C(c2ccccc2)N(C)C(c2ccccc2)CC1(O)c1ccccc1 (stereo not given)	0	4	-3	1	-10	-8	-2	0	22
Cc1nnc(SCC(=O)NC(=O)NC2CCCC2)n1N	1	-4	-1	2	0	-1	19	-1	-6
C=CCNC(=O)COC(=O)c1ccc(Cl)c(S(=O)(=O)N(Cc2ccccc2)c2ccccc2)c1	-5	-2	-15	3	13	-6	-1	5	-6
Cc1c(Cl)c([N+](=O)[O-])nn1Cc1ccc(C(=O)NN)o1	-5	-6	.	.	.	-8	21	2	-7
Cc1ccc(C)c(N2CCN(C(=O)CCCn3c(=S)[nH]c4cc5c(cc4c3=O)OCO5)CC2)c1	-6	-7	-3	0	-8	-8	-7	-4	5
CCN(c1ccccc1)S(=O)(=O)c1ccc(C(=O)N(CCCN(C)C)c2nc3cc4c(cc3s2)OCO4)cc1	-3	9	3	1	-26	-1	24	4	9
O=C(N[C@@H](Cc1ccccc1)C(=O)OCC(=O)N1CCOCC1)c1cccs1	-2	12	1	1	-5	1	15	-2	-3
CN(CC(=O)Nc1cccc(F)c1)C(=O)CN1C(=O)C2CCCCC2C1=O (stereo not given)	2	.	12	8	3	2	1	2	18
Cc1ccc(NC(=O)C2CCN(S(=O)(=O)c3c(C)noc3/C=C/c3ccco3)CC2)nc1	0	12	-3	2	-10	0	1	6	24
Cc1cccc(NC(=O)CCSc2nnc(Cc3ccccc3)o2)c1	-4	7	-4	-1	-1	2	-2	5	8
Cc1ccc2nc(N(CCN(C)C)C(=O)C3=COCCO3)sc2c1	2	5	5	2	3	7	-5	4	4
COc1ccc2[nH]c(C(=O)O)c(CCN3C(=O)c4cccc([N+](=O)[O-])c4C3=O)c2c1	7	0	0	6	2	4	-10	4	8
CNS(=O)(=O)c1cccc(C(=O)OCC(=O)c2ccc3[nH]c(=O)[nH]c3c2)c1	.	.	5	0	-8	.	13	7	.
FC(F)(F)c1cccc(-c2noc(CN3CCOCC3)n2)c1	-2	-4	7	5	-2	0	-6	-3	1
O=C(CCc1nc2ccccc2[nH]c1=O)OCC(=O)N1CCc2ccccc21	-3	-10	9	6	9	1	-16	4	-14
COCCN(C(=O)COC(=O)Cc1cccc2ccccc12)c1c(N)n(Cc2ccccc2)c(=O)[nH]c1=O	-1	-8	8	3	7	-4	11	3	-5

(next part)
SMILES	LYPLA1 counter	EBNA-1 inhibitor	PAFAH1B3 FP inh	PAFAH1B2 FP inh	PAFAH2 inh	LYPLA2 inh	PREPL inhibitor	pPAFAH FP inh	ZTA counter
Cc1cccc(NC(=O)CNCC(=O)Nc2cccc(C)c2C)c1C	-3	-5	8	7	3	-2	10	3	0
O=C(COC(=O)c1ccc2c(c1)OCCO2)NCCC1=CCCCC1	0	6	2	-1	58*	-3	0	17	-16
Cc1nn(C)c(C)c1S(=O)(=O)N(CC(=O)NCCN1CCOCC1)c1ccc(C(C)C)cc1	4	5	2	3	-1	2	-8	1	0
COCCN(C(=O)c1ccc(OCC(C)C)cc1)c1c(N)n(Cc2ccccc2)c(=O)[nH]c1=O	2	-1	-10	0	-14	5	7	31*	12
CCCCOc1ccc(C(O)(CCC)CCN2CCOCC2)cc1 (stereo not given)	2	-6	-2	3	-4	3	11	4	1
CC(C)NC(=O)CN1C(=O)C(C)(C)Oc2ccc(C(=O)NC3CCCCC3)cc21	-2	-6	6	-1	1	-3	6	0	-10
CC(C(=O)N1CCc2ccccc21)N(C)CC(=O)Nc1cccc(F)c1 (stereo not given)	1	.	1	-2	2	2	-21	1	-5

Screening results: PubChem, The Scripps Research Institute Molecular Screening Center

Not all compounds are listed; the hit share may differ from the screen's.
